Screens from PubChem.
EBI2 antag: EBI2 receptor antagonists, beta-arrestin recruitment, primary screen, cell-based, luminescence, 7a,25-OHC stimulation, uHTS. G-protein coupled receptor 183 (Homo sapiens), P32249. 7a,25-OHC stimulated. inhibition, % at 5 µM. hit rate 0.81% among 360,000; in the data active means inhibition above about 38%;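 further: enzyme fragment complementation signal reports receptor beta-arrestin coupling in cells; 0% = agonist plus DMSO wells and 100% = wells without agonist; some results beyond the cut were filed as inactive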
Gli-Sufu block: Gli-Sufu pathway antagonists, primary screen, luciferase luminescence, Sufu-KO-LIGHT cells, uHTS; Sufu-KO-LIGHT fibroblasts, Gli luciferase reporter luminescence; inhibition, % at 5 µM; hit rate 0.74% among 340,000; AID 588413, 2011;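 active means inhibition above about 55%, limit read from the data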;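 further: 0% = DMSO-treated cells and 100% = wells with medium but no cells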
APJ antagonist: antagonists of human apelin receptor APJ, primary screen, CHO-K1 cells, beta-arrestin complementation, luminescence; P35414; inhibition, % at 20 µM; hit rate 0.32% among 330,000; AID 2521, 2010;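 active means inhibition above about 40% at 20 µM, limit read from the data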;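 further: cells challenged with 10 nM apelin-13 agonist together with compound; plate controls were apelin-13 plus DMSO wells for no effect and DMSO wells lacking apelin-13 for full effect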
Target sequence (P35414 whole entry, looked up): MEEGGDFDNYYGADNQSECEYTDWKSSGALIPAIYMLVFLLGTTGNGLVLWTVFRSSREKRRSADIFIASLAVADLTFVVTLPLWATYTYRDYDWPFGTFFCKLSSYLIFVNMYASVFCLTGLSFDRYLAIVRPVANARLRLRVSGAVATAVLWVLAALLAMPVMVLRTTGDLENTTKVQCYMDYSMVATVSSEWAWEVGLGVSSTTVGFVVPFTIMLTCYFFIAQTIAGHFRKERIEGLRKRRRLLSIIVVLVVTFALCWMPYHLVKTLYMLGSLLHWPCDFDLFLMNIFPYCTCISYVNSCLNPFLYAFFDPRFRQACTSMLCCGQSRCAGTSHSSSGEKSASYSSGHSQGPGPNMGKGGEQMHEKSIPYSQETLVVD
UBC13 polyUb: UBC13 polyubiquitin chain formation inhibitors, primary screen, biochemical, TR-FRET, uHTS; Ubiquitin-conjugating enzyme E2 N (Homo sapiens), P61088; inhibition, % at 20 µM; hit rate 0.47% among 330,000; AID 485273, 2010; in the data active means inhibition above about 45%, passing the limit was not always enough
Target sequence (P61088 whole entry, looked up): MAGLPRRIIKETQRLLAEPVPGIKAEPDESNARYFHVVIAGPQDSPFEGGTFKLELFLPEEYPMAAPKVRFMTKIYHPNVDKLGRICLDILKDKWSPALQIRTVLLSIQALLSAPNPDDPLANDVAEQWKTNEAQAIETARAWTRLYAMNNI
APJ agonist: agonists of human apelin receptor APJ, primary screen, CHO-K1 cells, PathHunter beta-arrestin, luminescence; P35414; 0% DMSO wells, 100% apelin; activation, % at 20 µM; AID 2520, 2010; hit rate 0.11% among 330,000;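 active means activation more than six SD over the plate average, tested at 20 µM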;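 further: 0% = DMSO alone and 100% = apelin-13 at 10 nM; some results filed as inactive read as strong as hits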
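Test system: CHO-K1 APJ beta-arrestin complementation cell line | Compound: Single test compound dose, 20 µM final, 1% DMSO | Incubation: Compound 90 min 25 °C, reagent 1 h | Measured by: beta-gal luminescence | Read-out basis: APJ–arrestin association signal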
CXCR6 block: CXCR6 receptor inhibitors, primary screen, cell-based, beta-arrestin, luminescence, CHO-K1 PathHunter, 1536-well. inhibition, % at 20 µM. hit rate 0.36% among 360,000. C-X-C chemokine receptor type 6 (Homo sapiens), O00574; in the data active means inhibition above about 34%, passing the limit was not always enough;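 further: antagonist mode with CXCL16 agonist at 10 nM final; 0% = 10 nM CXCL16 with DMSO and 100% = unstimulated wells without agonist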
CCR6 antagonist: CCR6 receptor antagonists, primary screen, cell-based, CHO-K1, luminescence, beta-arrestin, uHTS | C-C chemokine receptor type 6 (Homo sapiens), P51684 | CHO-K1 CCR6 PathHunter beta-arrestin, CCL20-stimulated | inhibition, % at 20 µM | hit rate 0.49% among 340,000 | AID 493098, 2011;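 active means compounds whose inhibition of the agonist-driven luminescence signal at 20 µM reaches about 50%, limit read from the data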;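 further: cells stimulated with CCL20 at 14 nM final; plate controls were DMSO with CCL20 for no effect and DMSO without agonist for full effect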
ATG4B inh: ATG4B protease inhibitors, primary screen, biochemical, fluorescence, uHTS; AID 504462, 2011; Cysteine protease ATG4B (Homo sapiens), Q9Y4P1; ATG4B cleavage of LC3-PLA2, NBD-HPC fluorescence, 1 h; inhibition, % at 8.33 µM; hit rate 0.51% among 340,000; in the data active means inhibition above about 40%
Target sequence (Q9Y4P1 whole entry, looked up): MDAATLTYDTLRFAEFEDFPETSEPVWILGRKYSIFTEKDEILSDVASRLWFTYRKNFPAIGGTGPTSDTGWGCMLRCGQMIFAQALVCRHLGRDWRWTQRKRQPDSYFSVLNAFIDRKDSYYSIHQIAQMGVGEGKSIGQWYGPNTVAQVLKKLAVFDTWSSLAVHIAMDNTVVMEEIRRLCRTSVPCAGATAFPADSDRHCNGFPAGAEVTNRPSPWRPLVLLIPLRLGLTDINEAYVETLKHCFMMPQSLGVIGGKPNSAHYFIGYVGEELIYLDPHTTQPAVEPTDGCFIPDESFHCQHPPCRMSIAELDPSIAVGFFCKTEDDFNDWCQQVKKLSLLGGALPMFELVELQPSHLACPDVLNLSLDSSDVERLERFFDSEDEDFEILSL
Starred values were filed as active, the others as inactive; · = no result given.

SMILES	EBI2 antag	Gli-Sufu block	APJ antagonist	UBC13 polyUb	APJ agonist	CXCR6 block	CCR6 antagonist	ATG4B inh
COc1ccc(CNC(=O)CCC(=O)N2CCN(C(C)=O)CC2)cc1	12.3	-24.4	9.9	-4.9	-2.3	-2.2	9.6	-1.1
COc1ccc2c(c1)OC[C@H]1[C@H]2N2C(=O)CN(C)C(=O)[C@@]2(C)[C@H]1c1ccccc1	0.3	-0.8	1.4	-0.5	-2.7	4.5	18.6	0.7
O=C(Nc1ccc2c(c1)OCO2)C1CCN(C(=O)c2ccc(Cl)cc2)CC1	5.1	2.3	-6.8	-4.4	-3.0	9.8	8.4	-4.9
NC1=NC2=C(CCCC2)C2(CCCCC2)S1	-14.9	-8.2	7.7	3.8	-0.7	3.1	-6.2	11.4
Cc1ccc(OCCSc2ncnc3nc[nH]c23)cc1	-2.5	-1.3	-17.0	-5.1	-1.5	-12.5	19.2	5.1
COc1ccc(NC(=O)CN(Cc2ccccc2)Cc2ccccc2)cc1S(N)(=O)=O	2.8	5.9	-3.7	13.3	0.7	3.8	11.2	-1.4
CN1N=C(C(F)(F)F)CC1=O	-14.5	0.5	-2.8	-6.0	1.7	0.6	-7.5	-1.2
COc1ccc(C2C(C(=O)NCCN(C)C)c3ccccc3C(=O)N2C)cc1OC (centres undefined)	-1.5	-1.4	9.4	1.7	-2.3	-4.2	-4.1	-13.3
CCOc1cc(C(=O)N2CCC(CC3CC(c4ccc(Cl)cc4)=NO3)(C(=O)NCC3CCCCC3)CC2)cc(OCC)c1OCC (centres undefined)	-4.5	-28.1	14.2	-22.0	6.5	13.8	15.5	-5.3
COc1cc(/C=C/c2ccc3cccc(OC)c3n2)c(O)c([N+](=O)[O-])c1	24.8	9.7	44.4*	-38.8	-6.5	42.0*	53.8*	-9.3
Cc1ccc(-n2c(C)cc(C=C(C#N)C#N)c2C)cc1	-1.3	-12.9	20.0	-13.7	-0.2	5.8	22.5	3.6
Cc1cc(Oc2cc(NN3CCCCC3)c([N+](=O)[O-])cc2[N+](=O)[O-])c(C(=O)c2ccccc2)cc1Cl	-2.9	4.3	-15.8	-37.3	8.4	-7.4	-0.4	4.9
COC(=O)CSc1ncnc2c1sc1nc3c(cc12)COC(C)(C)C3	2.0	6.5	-5.2	-0.8	-1.6	-1.5	-9.1	5.3
CN(C)c1ccc(/C=N/NC(=O)c2ccc(CN3CCOCC3)cc2)cc1Br	3.8	10.7	-28.8	-10.6	2.5	3.9	19.7	-2.5
N#C/C(=C\N1CCOCC1)S(=O)(=O)c1ccc(Cl)cc1	3.4	6.4	6.6	-7.0	2.1	2.8	-0.5	6.7
O=C(CSc1nnc(CNC(=O)c2cccs2)o1)Nc1ccccc1F	-4.3	-11.6	17.0	-4.2	-0.6	-1.2	3.6	-2.7
CSCCCN1CC[C@@H](N2CCN(c3ccccc3F)CC2)[C@H](O)C1	-4.0	6.2	-22.7	-2.1	-1.1	0.4	3.7	6.0
Cc1c(C)n(Cc2ccc(F)cc2)c2ccc(C(=O)N3CCN(c4ccccn4)CC3)cc12	1.2	4.4	1.2	0.9	0.8	16.7	8.9	3.4
COc1cccc(-c2noc(C3CCCN(C(=O)c4ccccc4OC)C3)n2)c1 (centres undefined)	0.1	-18.8	5.6	-1.6	-2.1	0.6	12.9	-2.4
CCOC(=O)c1sc(/N=C/c2c(O)ccc3ccccc23)cc1C	-2.8	-9.3	-14.4	-7.5	-2.3	1.8	25.0	-7.2
CCOc1ccc(N(C(=O)c2snc(C(N)=O)c2N)C(C(=O)NCC2CCCO2)c2ccc(C)o2)cc1 (centres undefined)	13.7	-6.5	6.2	74.2*	-2.7	8.4	9.8	10.4
Cc1ccc(CN2CCN(Cc3cccc4c3OCO4)CC2CCO)cc1 (centres undefined)	0.0	26.6	10.8	-1.0	-2.3	4.1	7.9	-5.3
Cc1cc(Oc2nc3ccccn3c(=O)c2/C=C(\C#N)C(=O)NC2CCS(=O)(=O)C2)ccc1Cl (centres undefined)	49.1*	-14.9	-6.8	-2.5	2.7	-15.7	17.0	-16.4
Cc1ccc(N/C=C/C(=O)c2ccco2)c(O)c1	-5.5	-52.5	-14.5	-33.7	-3.7	0.9	18.7	-2.4
N/C(=N\OC(=O)c1ccccc1Cl)c1ccc(Cl)cc1	0.2	-68.9	-29.3	4.3	8.9	0.4	-17.3	2.3

Given with values under each structure: three of the compounds above.
Order of values – EBI2 antag | Gli-Sufu block | APJ antagonist | UBC13 polyUb | APJ agonist | CXCR6 block | CCR6 antagonist | ATG4B inh
N#C/C(=C\N1CCOCC1)S(=O)(=O)c1ccc(Cl)cc1
 : 3.4 | 6.4 | 6.6 | -7.0 | 2.1 | 2.8 | -0.5 | 6.7
Cc1cc(Oc2cc(NN3CCCCC3)c([N+](=O)[O-])cc2[N+](=O)[O-])c(C(=O)c2ccccc2)cc1Cl
 : -2.9 | 4.3 | -15.8 | -37.3 | 8.4 | -7.4 | -0.4 | 4.9
COc1cc(/C=C/c2ccc3cccc(OC)c3n2)c(O)c([N+](=O)[O-])c1
 : 24.8 | 9.7 | 44.4* | -38.8 | -6.5 | 42.0* | 53.8* | -9.3

Carrying on.
SMILES	EBI2 antag	Gli-Sufu block	APJ antagonist	UBC13 polyUb	APJ agonist	CXCR6 block	CCR6 antagonist	ATG4B inh
Cc1c(NC(=O)COC(=O)CCc2c[nH]c3ccccc23)c(=O)n(-c2ccccc2)n1C	7.1	-2.9	1.1	5.9	13.0	0.6	-4.6	-4.8
COC(=O)c1sc(-c2ccccc2)cc1NC(=O)c1ccc(F)cc1	24.6	-3.5	10.6	17.4	-1.4	-2.7	-7.6	7.1
CC(=O)/C(=N\Nc1cccc(Cl)c1)Sc1nnc(-c2ccccc2)n1-c1ccccc1	-4.9	-2.4	12.8	-11.5	-2.8	0.6	12.8	7.6
O=C(COC(=O)c1ccc(Cl)nc1)NCc1cccs1	-2.8	-9.1	6.6	12.1	-2.5	7.8	10.5	-4.8
CC1CCCC(C)N1C(=O)CSc1nc2c(c(=O)n(C)c(=O)n2C)n1C (centres undefined)	3.0	19.9	-4.6	8.2	2.6	3.3	2.1	-3.6
CCOC(=O)/C=C/C(=O)Nc1ccccc1-c1ccccc1NC(=O)/C=C/C(=O)OCC	-32.4	21.4	·	·	·	5.0	11.6	8.0
O=C(COc1ccc2c(c1)OCO2)Nc1ccccc1F	1.3	0.5	11.1	0.8	0.4	8.8	9.8	3.4
Cc1ccccc1C(=O)NC(=S)Nc1ccccc1[N+](=O)[O-]	1.2	-22.8	13.9	5.3	-5.4	17.7	27.8	12.8
C=CCOc1c2ccc(C(=O)N(CC)c3ccc(OC)cc3)cc2nn1C	-0.2	-6.1	7.2	14.9	-0.2	0.3	0.6	-5.9
Cc1ccc(-n2c(=O)c3ccccc3n(CC(=O)C(C)(C)C)c2=O)cc1	5.1	-4.1	-7.0	19.1	-1.7	5.8	14.4	-2.2
CC(C)CC(=O)N/N=C/c1c(N)n(C)c(=O)n(C)c1=O	4.3	-3.2	0.2	-4.6	-3.9	2.5	2.3	-2.1
Cc1c(NC(=O)c2cc(S(=O)(=O)N3CCCCC3)ccc2Cl)c(=O)n(-c2ccccc2)n1C	3.1	6.7	2.9	10.6	-4.5	1.6	19.6	-1.3
COc1cc(OC)c(NC(=O)CCNS(=O)(=O)c2cc(Br)cnc2N)cc1Cl	-11.3	1.4	3.9	-5.1	-3.4	-7.5	4.1	-8.6
Cc1ccc(/C=N/NC(=O)c2ccc(-c3ccccc3)cc2)o1	6.7	-4.7	-2.0	2.9	0.9	0.4	4.0	-1.5
N=c1oc2ccc3ccccc3c2cc1-c1nc(-c2ccccc2)cs1	-9.0	5.8	·	·	·	-12.6	-3.5	-7.1
COc1ccc(C(=O)NCC(=O)OCC(=O)Nc2cccc(S(=O)(=O)N3CCCC3)c2)cc1	3.8	-12.3	3.4	-17.7	-2.1	-0.2	4.7	-4.7
O=C1C2CCCN2C(=O)N1CCN1CCN(c2cccc(C(F)(F)F)c2)CC1 (centres undefined)	5.0	-25.3	·	·	·	-2.0	5.7	4.7
C#CCOCCOCCOCCNc1nc(N2CCN(C(=O)CCCCCCCCCCNC(=O)Cn3cc(C[C@@H](C)O)nn3)CC2)nc(N2CCN(C(=O)CCCCCCCCCCNC(=O)[C@H](CCCCN)n3cc(CCCC(=O)O)nn3)CC2)n1	3.2	-22.0	25.1	43.9	1.7	6.1	-1.8	-9.8
Cn1cccc1C(=O)OCC(=O)Nc1ccc2[nH]c(=O)[nH]c2c1	-3.2	-5.9	10.2	-5.3	-1.3	-3.9	3.0	-3.1
O=CNCC(=O)NCCc1ccc(Cl)cc1	-6.3	1.0	-1.7	-1.4	4.6	3.5	-9.3	-2.8
CCN(CC(=O)Nc1ccccc1OC)C(=O)CSCC(=O)Nc1ccc(OC)cc1	-2.3	3.6	1.9	28.2	-5.2	5.0	9.9	-13.9
Cn1nc(C(=O)Nc2ccc3c(c2)OCCO3)cc1C(=O)O	-0.8	1.1	9.2	-1.3	-1.5	-0.9	-7.8	-9.2
Cc1cc(NC(=O)NC2(C(F)(F)F)Oc3ccc(Cl)cc3O2)no1 (centres undefined)	3.0	32.8	-6.9	12.6	1.4	2.3	-0.6	0.5
CCN(CC)C(=O)C(=O)Nc1ccc(F)c(Cl)c1	-6.9	-69.1	3.6	0.2	-2.4	-5.9	-1.8	3.4
O=C(NCc1cccnc1)/C(=C/c1ccccc1)NC(=O)c1ccccc1	-3.4	-2.5	2.5	-4.5	4.0	4.1	10.1	-8.6

Further compounds follow:
SMILES	EBI2 antag	Gli-Sufu block	APJ antagonist	UBC13 polyUb	APJ agonist	CXCR6 block	CCR6 antagonist	ATG4B inh
O=C(c1ccc(-c2ccccc2)cc1)C1CCCN(Cc2ccncc2)C1 (centres undefined)	21.1	52.0	-13.4	6.9	1.3	-15.1	-0.2	13.3
CCOC(=O)CC1OC(=O)c2cc3c(cc21)C(=O)OC3CC(=O)OCC (centres undefined)	4.2	-3.0	1.1	3.9	1.4	9.0	-8.1	-5.0
COc1ccccc1C(C)N(C)Cc1nc(COc2ccccc2)no1 (centres undefined)	10.2	6.7	4.5	-3.6	-1.6	0.7	7.9	2.6
CC1(C(=O)NCC2CCCO2)Oc2cccnc2NC1=O (centres undefined)	0.1	-22.0	-4.8	-2.2	-2.6	0.8	1.9	6.0
COc1cccc(-c2cc(C(F)(F)F)n3ncc(C(=O)NCC4CCCO4)c3n2)c1 (centres undefined)	3.2	22.8	3.7	-1.9	-7.1	5.3	12.0	-4.6
CCCCC[n+]1ccn(C2=C([O-])c3ccccc3C(=O)/C2=N\S(=O)(=O)c2ccccc2)c1	-6.0	-13.0	-20.5	-90.8	4.5	9.3	3.0	0.7
COc1ccc(C(=O)COC(=O)CCc2ccccc2)cc1	2.2	2.9	10.0	2.7	1.8	4.0	11.3	-5.0
Cc1ccn2cc(CCNC(=O)COc3ccccc3)nc2c1	6.1	1.9	9.5	4.3	-3.9	6.4	8.0	0.7
O=C1c2oc3ccc(Cl)cc3c(=O)c2C(c2cccc(Br)c2)N1CCO (centres undefined)	16.4	7.4	7.8	-1.9	-1.3	-2.1	-3.2	-18.3
Cc1cccc(C)c1NC(=O)NC1CCc2ccccc21 (centres undefined)	-3.3	9.3	-11.4	7.8	-5.2	2.9	6.1	-0.5

Rows were taken by chance, and some 3% of all compounds hit somewhere here.
